Nrf2 inh: blocks Nrf2 signaling; A549 ARE-Fluc reporter, luciferase luminescence, 18-24 h; hit rate 2.1% among 360,000; Potency, µM (highest dose often 46 µM), for the others: at the highest dose activity change, negative = inhibition, hits mostly inhibitors; further: potency means the concentration at half of the fitted maximal effect; on the % scale 0 is the no-effect control and ±100 the full control effect; nearly all actives have a fitted effect of over 60% in size
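Concentration-response testing used A549 ARE_Fluc cells at 5000 cells/well. Following an 18-24 h compound incubation, viability was read by fluorescence (Ex 405/Em 525) and luciferase output by luminescence.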
Mm-Cpn inhibitor: M. maripaludis TRiC chaperonin inhibition | purified Mm-Cpn ATPase, ADP Transcreener TR-FRET | Potency, µM (titrated, usually from 76.9 µM), without a hit: at the top dose activity, negative = inhibition, usual class: inhibitors | hit rate 0.031% among 330,000; further: potency means the concentration at half of the fitted maximal effect; on the % scale 0 is the no-effect control and ±100 the full control effect; nearly all actives have a fitted effect of over 80% in size
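TR-FRET (320 nm excitation; 590 and 665 nm emission) reports ADP made from 10 uM ATP by 25 nM enzyme; compounds were preincubated 10 min, reaction run 30 min, both at 37°C.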
HepG2 viability: HepG2 cytotoxicity, counter-screen for TGF-b inhibitors. hit rate 0.76% among 410,000. Potency, µM (series often up to 46.1 µM), for the others: top-dose activity change, negative = cytotoxicity, most hits filed as cytotoxic. HepG2 CAGA-GFP viability, ATP luminescence, 18 h; further: potency means the concentration at half of the fitted maximal effect; some results filed as inactive show a strong effect at the top dose
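HepG2 CAGA-GFP cells (1000/well, DMEM with 1% FBS) received compound, then TGF-beta at 500 pg/mL final, and were incubated 18 hours at 37 degrees C. Viability was read by CellTiter-Glo luminescence. Media-only wells were set as complete cell-killing and DMSO as no toxicity.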
CCT chaperon mod: changes cytosolic chaperonin activity; purified chaperonin ATPase assay, HTRF ADP detection, 30 min; activity change, % (no concentration beside the values), hits read low; hit rate 0.3% among 360,000; AID 651819; in the data active means activity change below about -30%; further: on the % scale 0 is the no-effect control and ±100 the full control effect
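TRiC (40 or 20 nM final, by batch activity) in 30 mM Tris pH 7.4, 100 mM KCl, 5 mM MgCl2, 1 mM DTT was treated with compound at 76 uM single dose, then 10 uM ATP, 30 min at 37 °C. ADP was read by HTRF Transcreener.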
A549 tox: counter-screen for Nrf2 inhibitors: cytotoxicity in A549 cells | A549 ARE-Fluc cells, CellTiter-Fluor viability, 18-24 h | Potency, µM (series often up to 46 µM), inactives show top-dose activity change, negative = cytotoxicity, actives largely listed as inhibitors | hit rate 0.16% among 390,000 | AID 504648; further: potency means the concentration at half of the fitted maximal effect; on the % scale 0 is the no-effect control and ±100 the full control effect
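A549 ARE_Fluc cells in 5% FBS OPTI-MEM were exposed to compounds in concentration-response for 18-24 h at 37 deg C. Viability was read by CellTiter-Fluor fluorescence (Ex 405/Em 525) after 30 min, before the luciferase read.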
Nrf2 ARE act: activators of Nrf2 (ARE) signaling; AREc32 ARE-luciferase reporter (MCF7-derived line), luminescence, 24 h; Potency, µM (top dose mostly 46.1 µM), for inactives: at the highest dose activation, actives largely listed as activators; hit rate 0.31% among 410,000; further: potency means the concentration at half of the fitted maximal effect; % of control where 0% means no effect; nearly all actives have a fitted effect of over 65% in size
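Steps: seed AREc32_Fluc cells (1000/well, 5% FBS OPTI-MEM); incubate overnight at 37 deg C; add 23 nL compound; incubate 24 hr; add Steady-Glo; hold 30 min RT; read luminescence.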
TGFb SMAD3 inh: inhibitors of TGF-b signaling | HepG2 CAGA-GFP TGF-b/SMAD3 reporter, GFP fluorescence, 18 h; TGF-beta stimulated, 500 pg/mL final | AID 588855 | Potency, µM (top dose mostly 46.1 µM), for inactives: at the highest dose activity, negative = inhibition, hits mostly inhibitors | hit rate 1.2% among 410,000; further: potency means the concentration at half of the fitted maximal effect; on the % scale 0 is the no-effect control and ±100 the full control effect; nearly all actives have a fitted effect of over 65% in size
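HEPG2 CAGA-GFP, 1000 cells/well; 2 h settle, 37 C; cpd via pin tool; TGF-b 500 pg/mL final; 18 h, 37 C; GFP imaging ex488/em500-530; %Activity normalised to -TGF-b and +DMSO controls; CRC fit, curve class.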
Akt phos inh: blocks phosphorylation of Akt. Neuro2A IGF-stimulated pAkt S473 HTRF, 20 min; stronger effect = lower value. activity change, % for hits at 50 µM. hit rate 0.32% among 360,000. AID 651550; in the data active means activity change below about -80%; inconclusive means mostly about -51% to -80%; further: on the % scale 0 is the no-effect control and ±100 the full control effect
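Single-point screen (50 µM final compound) in Neuro2A cells stimulated 20 min with 6 nM IGF at 37 deg C. After lysis, Ser473-phosphorylated Akt read by HTRF (ex 330 nm, em 615/665 nm) as the 665/615 ratio.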
S2 tox: viability counter-screen for ATXN expression inhibitors; Potency, µM (titrated, usually from 56.7 µM), hits mostly cytotoxic; hit rate 0.49% among 400,000; AID 651635; S2 cells (HEK-293 line with an ATXN2-luciferase reporter) viability, CellTiter-Fluor protease fluorescence, 24 h; further: potency means the concentration at half of the fitted maximal effect; nearly all actives have a fitted effect of over 40% in size
Starred values were filed as active, the others as inactive; i = inactive; ? = inconclusive; . = not tested or not shown; & = joins results of further samples; [ ] = remark or other dose. Unless noted, the call rests on the fitted dose curve; in most records, active means well fitted curve in the direction sought with a large enough effect; inconclusive means small, poorly fitted or top-dose-only effect, or another doubt; inactive means no such curve, though single readings can be large; an effect the other way counts as inactive or inconclusive.

SMILES	Nrf2 inh	Mm-Cpn inhibitor	HepG2 viability	CCT chaperon mod	A549 tox	Nrf2 ARE act	TGFb SMAD3 inh	Akt phos inh	S2 tox
COc1ccc(CNCCC(c2ccc(OC(C)C)cc2)C(C)C)cc1OC (stereo unspecified)	-28%	-3%	16µM*	-2.6	?	-0.6%	?	i	.
O=C1CCCC2=C1C(c1cccs1)n1nc(SCc3ccccc3F)nc1N2 (stereo unspecified)	18µM*	0%	-17%	-2.1	-27%	0.1%	?	i	i
CCc1ccc(CNC(=O)c2ccc(CS(=O)c3ccc(Br)cc3)o2)cc1 (stereo unspecified)	?	.	-15%	.	12%	2.7%	.	.	.
CCS(=O)(=O)N1CCC(C(=O)NCCc2ccc(OC)c(OC)c2)CC1	1%	1%	-7%	-2.1	-19%[1.84 µM]	-0.2%	8%	i	i
CCCn1nc(C(=O)NNC(=O)c2cccc(S(=O)(=O)NC(C)C)c2)c2ccccc2c1=O	-9%	1%	-3%	-1.8	-3%	0.2%	-3%	i	i
OC(CCN1CCOCC1)(c1ccc(Cl)cc1)C1CCCCC1 (stereo unspecified)	-4%	2%	-19%	-2.4	-1%	0.2%	3%	i	i
CC(Oc1ccc(C#N)cc1)C(=O)Nc1ccc(-n2cnnn2)cc1 (stereo unspecified)	-1%	-1%	-4%	2.7	0%	-0.6%	10%	i	i
C=CCSc1nc2c(c(=O)n(C)c(=O)n2C)n1CC	1%	2%	-11%	-1.4	-3%	-0.2%	?	i	i
N#Cc1ccc(N2Cc3ccccc3C2=NC(=O)c2cccnc2Cl)cc1	29%	0%	-9%	-0.3	-3%	6.8%	-10%	i	i
O=C(COC(=O)c1cc(=O)[nH]c2ccccc12)Nc1ccc(Cl)c(S(=O)(=O)N2CCOCC2)c1	8%	.	7%	-0.4	2%	0.9%	4%	i	i
C=CCc1cccc2cc(C(=O)Nc3ccc(NC(C)=O)cc3)c(=O)oc12	3%	-1%	-23%	-1.8	1%	0.1%	-1%	i	i
Fc1ccc(Br)cc1SCCc1ccncc1	-1%	2%	-33%	-7.8	0%	?	?	i	i
COC(C[C@@H](O)[C@@H](C)[C@H](O)COCc1ccccc1)OC	11%	-4%	-19%	-2.6	0%	0.1%	-9%	i	i
COC(CNC(=O)C(=O)Nc1ccc2c(c1)N(S(=O)(=O)c1cccs1)CCC2)OC	-2%	1%	-12%	-3.5	0%	-0.7%	-3%	i	i
O=C(NCc1cccnc1)c1ccc(COc2ccccc2Cl)cc1	?	2%	-10%	0.0	-4%	4.5%	-5%	i	?
CC/C(C)=C1/NC(=O)NC1=O	25%	.	-2%	-2.8	11%	-0.3%	6%	i	i
Cc1nc2ccc(NC(=O)c3ccco3)cc2s1	?	0%	-22%	-1.5	1%	3.2%	-6%	i	i
N#Cc1ccsc1NC(=O)COC(=O)c1ccc(Br)o1	21%	-5%	-6%	-2.9	8%	4.3%	-2%	i	i
O=C(NC(=S)Nn1cnnc1)c1ccccc1Cl	-5%	1%	-7%	-0.3	-1%	-0.4%	2%	i	i
CCn1nnnc1SCC(=O)N(C1CCCCC1)C1CCCCC1	-15%	-22%	-15%	0.2	-4%	-0.1%	19%	i	i
Cc1ccc(C)c(CN2C(=O)c3ccccc3Sc3ccc(C(=O)NC4CCCC4)cc32)c1	.	.	-5%	.	-2%	1.5%	?	.	.
O=C(NCc1ccc2c(c1)OCO2)c1ccc2c(c1)N(Cc1cccc(Cl)c1)C(=O)c1ccccc1S2=O (stereo unspecified)	.	.	-5%	.	5%	-0.5%	-4%	.	.
COc1ccc(C2CCCCCN2C(=O)C2CCN(S(=O)(=O)c3ccc(C)cc3)CC2)cc1 (stereo unspecified)	.	.	37%	-0.9	.	2.1%	7%	i	i
CCC(C)(O)c1[nH]c2ccc(C#N)cc2c1C (stereo unspecified)	13%	3%	-9%	-0.6	0%	5.3%	-3%	i	i
CN(C)c1ccc(CNC(=O)c2cnc3sc(N4CCOCC4)nn3c2=O)cc1	0%	.	-12%	.	6%	-0.6%	0%	.	.
SMILES	Nrf2 inh	Mm-Cpn inhibitor	HepG2 viability	CCT chaperon mod	A549 tox	Nrf2 ARE act	TGFb SMAD3 inh	Akt phos inh	S2 tox
CC(=O)OCc1cc2cc(C)ccc2[nH]c1=O	-10%	1%	33%	-3.1	-13%	-0.6%	-12%	-102%*	i
Cn1c(=N)n(CC(O)c2cccc3ccccc23)c2ccccc21 (stereo unspecified)	.	2%	-46%	-0.4	?	8.2%	?	i	?
CN1C(C(=O)Nc2ccccn2)=C(O)c2ccccc2S1(=O)=O	2%	-3%&-1%	4%	-1.3	1%	-0.2%	6%	.	i
COC(=O)[C@H]1[C@@H](C)N(Cc2ccccc2)C(=O)N[C@H]1c1ccccc1	5%	.	-7%	-1.8	2%	-0.6%	-1%	i	i
COc1ccccc1-c1c(C)nn2c(C(F)(F)F)cc(-c3ccccc3)nc12	6%	.	2%	.	-1%	3.9%	-5%	.	.
CC(C)(C)S(=O)N1Cc2cc(C(=O)Nc3ccc(-c4ccccc4)cc3)nc(-c3cccc(-c4cc5ccccc5o4)c3)c2[C@@H]1CCO (stereo partly specified)	.	.	-57%	-0.1	.	11%	?	i	?
C=CCn1c(CC#N)nnc1N1CCOCC1	?	-1%	5%	-0.1	1%	-0.3%	-7%	.	i
CC(C)c1ccc(NC(=O)CN(C)S(=O)(=O)c2ccc3c(c2)n(C)c(=O)c(=O)n3C)cc1	-1%	.	9%	.	3%	-0.7%	-4%	.	i
CCOc1ccccc1N(CC(=O)N1CCOCC1)S(=O)(=O)c1ccc(SC)cc1	12%	-1%	-1%	1.0	3%	-0.3%	-3%	i	i
O=C(Nc1ccc(SC(F)F)cc1)c1cccc2nc3ccccc3nc12	0%	2%	-5%	0.1	-2%	-0.1%	3%	i	?
Cc1cc(NC(=O)c2cccc(S(=O)(=O)N3c4ccccc4CC3C)c2)no1 (stereo unspecified)	?	1%	-28%	1.2	-20%	-0.5%	?	i	i
Cc1onc(-c2ccccc2Cl)c1C(=O)NNC(=O)C1CCN(Cc2ccccc2)CC1	-2%	-1%	6%	0.4	-14%	-0.1%	-10%	i	i
O=C(CN1CCOCC1)N1CCN(S(=O)(=O)c2ccccc2)C1c1ccccc1 (stereo unspecified)	13%	0%	6%	-4.1	.	-0.9%	-6%	i	i
Cc1cc(C(=O)O[C@H]2[C@H](Cc3ccccc3)NS(=O)(=O)[C@H]3C[C@@H]4C=C[C@]23O4)ccc1[N+](=O)[O-]	-15%	-1%	2%	-1.1	-12%	6.3%	?	i	i
O=C(CN(Cc1ccccc1F)C(=O)c1ccco1)NCc1ccc(F)cc1	-6%	-2%	-21%	-2.1	-9%	2.1%	-3%	i	i
Cc1cc(NC(=O)CSc2nc3c(cc2C#N)CCC3)no1	-7%	-1%	10%	-1.2	1%	-0.3%	1%	i	i
CCc1cc(=O)oc2cc(OC(C)C(=O)O)c(Cl)cc12 (stereo unspecified)	-7%	1%	7%	-0.9	1%	-0.3%	-1%	i	i
N#C/C(=C\c1ccc(-c2ccc(C(=O)O)cc2)o1)C(=O)Nc1ccccc1C(=O)O	-10%	.	-2%	.	-4%	0.0%	3%	.	i
COc1ccc(CNC(=O)c2cc(-c3ccc(Br)s3)nc3ccccc23)cc1	16%	.	2%	.	-2%	-0.5%	2%	.	.
CCSc1oc(-c2ccco2)nc1S(=O)(=O)c1ccccc1	9%	-2%	-21%	2.7	-4%	-0.4%	-21%	i	i
Cc1nc(N2CCN(c3ccccn3)CC2)c2c(C)c(C(=O)Nc3ccc(F)cc3)sc2n1	?	-4%	9%	-3.0	6%	-0.1%	3%	i	i
Cc1cccc(-n2c(N)cc(=O)nc2SCC(=O)Nc2cc(C)on2)c1	-13%	0%	-32%	0.1	2%	2.2%	3%	i	i
COC(=O)CSc1nnc(-c2cccc(O)c2)o1	.	.	-33%	.	2%	-1.2%	-16%	.	.
O=C(O)C1CCN(C(=O)CSc2nnc3ccccn23)CC1	0%	-1%	22%	-0.2	-1%	-0.7%	2%	i	i
CCOC(=O)C(Sc1cc(-c2ccccc2)nc2ncnn12)C(C)=O (stereo unspecified)	-2%	0%	-55%	1.8	1%	10%	0%	i	i
SMILES	Nrf2 inh	Mm-Cpn inhibitor	HepG2 viability	CCT chaperon mod	A549 tox	Nrf2 ARE act	TGFb SMAD3 inh	Akt phos inh	S2 tox
Cc1cc(C)c2nc(SCC(=O)NCCN3C(=O)CSC3=O)cc(C)c2c1	0%	-5%	-4%	0.5	-7%	0.6%	9%	i	i
O=S(=O)(Nc1ccc(-n2cnnn2)cc1)c1cccs1	9%	1%	-3%	1.5	1%	0.0%	9%	i	i
CN(CC(=O)Nc1cccc(F)c1)C(=O)Cc1ccsc1	.	.	-12%	-2.2	.	1.8%	1%	i	i
CC(C)CCNC(=O)c1nn(C)c2c1CSc1ccccc1-2	-7%	.	-26%	.	-1%	11%	-14%	.	.
CC1(CC(=O)N/N=C/c2cc([N+](=O)[O-])c(O)cc2O)OCCO1	?	-4%	0%	-0.1	?	-0.4%	-15%	i	i
CC1(C)CC(=O)C=C(c2ccc(COC(=O)C3CC3)cc2)C1=O	.	.	4%	-1.1	.	4.1%	13%	i	i
CC(C)N(C(=O)COC(=O)[C@H](C)NC(=O)c1ccco1)c1ccccc1	-15%	-4%	-30%	0.1	-2%	-0.4%	-12%	i	i

Akt phos inh: entries above that show a hit.
SMILES,Mm-Cpn inhibitor,CCT chaperon mod,Akt phos inh
CC(=O)OCc1cc2cc(C)ccc2[nH]c1=O,1%,-3.1,-102%*

Screens as filed in PubChem BioAssay.
